HIF activator = HIF pathway transcriptional activation | U2OS HRE-luciferase reporter, luminescence; normalized: DMSO 0%, desferrioxamine 100% | activation, % at 7.5 µM (by protocol) | actives 0.32% (n = 300,000) | AID 1910;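 active means mean activation of at least 10% of the iron chelator positive control signal, with at least half of replicates also reaching 10%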
IEC-6 cytotox = kills IEC-6 intestinal cells in KLF5 counter-screen. IEC-6 cytotoxicity, luminescence viability. inhibition, % at 5 µM. actives 0.78% (n = 290,000); in the data active means inhibition above about 22%;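 further: 0% = plate median of test compound wells and 100% = cytotoxic reference compound wells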
AI-2 QS mod = Vibrio harveyi AI-2 quorum sensing modulation; AID 2094; activity change, % at 7.5 µM; Vibrio harveyi JMH597 AI-2 luminescence/OD600 ratio, 9 h; active compounds read low; strain lacks LuxN and CqsS sensors; 0 = neutral-control median; actives 0.4% (n = 300,000); in the data active means activity change below about -75%, passing the limit was not always enough;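 further: luminescence divided by OD600 gain over 9 h not by final OD600 alone; inactives centre near 13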
HSP90 refold inh = HSP90 refolding inhibition in rabbit reticulocyte lysate. luciferase refolding luminescence, 3 h. inhibition, % at 5.6 µM. actives 0.91% (n = 290,000). AID 1789;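 active means inhibition above the screen-wide mean plus 3 SD, computed separately per campaign, cut at about 16% in these data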;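 further: 0% = DMSO wells and 100% = 60 µM geldanamycin wells; inhibitors lower the luminescence because luciferase stays unfolded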
KLF5 inhibitor = suppresses KLF5 promoter-driven expression. DLD-1 KLF5 promoter-luciferase reporter, luminescence. inhibition, % at 5 µM. actives 0.23% (n = 290,000);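 active means inhibition above a per-plate limit of that plate's mean compound inhibition plus 3 SD, cut at about 60% in these data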;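 further: 0% = DMSO wells and 100% = LY294002 at 200 µM; higher means less KLF5 promoter-driven luciferase light; inactives centre near -14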
GSK3 alpha inh = inhibitors of human GSK-3 alpha kinase; actives 0.1% (n = 320,000); P49840; AID 2650; ADP-Glo luminescence, 60 min; inhibition, % at 10 µM;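 in the data active means inhibition above about 50%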;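 further: GST-tagged GSK-3 alpha with peptide substrate and 25 µM ATP; 0% = DMSO neutral wells and 100% = GW8510 positive control wells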
Target sequence (P49840 whole entry, looked up): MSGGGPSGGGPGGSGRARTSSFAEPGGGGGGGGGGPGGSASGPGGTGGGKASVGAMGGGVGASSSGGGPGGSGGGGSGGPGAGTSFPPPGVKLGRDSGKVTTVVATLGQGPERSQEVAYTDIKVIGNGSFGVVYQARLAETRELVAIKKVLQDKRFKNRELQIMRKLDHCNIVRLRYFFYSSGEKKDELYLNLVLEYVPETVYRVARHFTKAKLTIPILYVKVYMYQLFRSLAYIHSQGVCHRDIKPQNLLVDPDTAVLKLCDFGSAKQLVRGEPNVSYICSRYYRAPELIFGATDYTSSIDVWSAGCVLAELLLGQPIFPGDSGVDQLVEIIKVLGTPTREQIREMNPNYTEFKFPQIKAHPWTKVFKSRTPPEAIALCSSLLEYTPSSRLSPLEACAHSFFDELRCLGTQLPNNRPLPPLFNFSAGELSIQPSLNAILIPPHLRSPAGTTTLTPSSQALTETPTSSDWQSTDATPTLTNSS
GSK3beta inhib = blocks human GSK3beta kinase activity | P49841 | GST-GSK3beta kinase, ADP-Glo luminescence, 60 min; active compounds read low | activity score (negative = inhibition), % at 10 µM | actives 0.038% (n = 300,000) | AID 2097;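 active means more than half of replicate wells score below -50%, meaning over 50% inhibition versus plate controls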;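 further: 0% = median DMSO wells and -100% = median GW8510 positive control wells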
Target sequence (P49841 whole entry, looked up): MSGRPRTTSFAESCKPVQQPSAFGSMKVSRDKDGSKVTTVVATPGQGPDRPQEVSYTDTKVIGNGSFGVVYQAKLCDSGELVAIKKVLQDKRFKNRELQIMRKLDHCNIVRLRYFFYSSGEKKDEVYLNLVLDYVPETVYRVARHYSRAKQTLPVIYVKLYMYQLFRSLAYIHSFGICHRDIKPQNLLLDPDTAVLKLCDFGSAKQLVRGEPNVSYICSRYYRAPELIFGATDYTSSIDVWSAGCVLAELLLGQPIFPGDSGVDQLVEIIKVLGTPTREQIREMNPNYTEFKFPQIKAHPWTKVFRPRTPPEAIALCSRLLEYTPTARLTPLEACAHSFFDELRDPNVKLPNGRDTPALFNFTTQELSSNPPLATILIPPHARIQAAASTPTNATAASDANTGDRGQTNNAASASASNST
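Assay system: GST-tagged human GSK3beta kinase, cell-free; Input: 1.6 ng GSK3beta; Medium: Tris/MgCl2 kinase buffer; Timing: 60 min enzyme reaction, room temperature; Signal: ADP-Glo luminescence quantifying ADP generated by kinase; Evaluation: score relative to plate controls; Benchmarks: DMSO neutral wells and GW8510 at 20 µM as positive.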
HSF1 inh = HSF1 inhibition; actives 0.77% (n = 300,000); AID 2098; activity change, negative = inhibition, % at 7.5 µM (by protocol); NIH3T3-HGL HSE-luciferase, MG132-induced, luminescence 8 h; active compounds read low;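 active means more than half of replicate wells show activity change below -50%, luminescence cut by over half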;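 further: luciferase reports HSF-1 transcriptional activity via heat shock element; 0% = median of DMSO wells and -100% = zero luminescence signal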
aSyn UTR inh = 5' untranslated region of α-synuclein, MLPCN primary screen | alpha-synuclein 5'UTR reporter, inhibitor activity | inhibition, % (tested at 7.5 µM) | actives 0.82% (n = 300,000) | AID 1813; in the data active means inhibition above about 60%;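 further: H4 neuroglioblastoma cells stably carrying SNCA 5'UTR luciferase fusion; 0% = DMSO wells and 100% = positive control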
HSF1 activator = increases HSF-1 driven luciferase reporter signal; AID 504408; activation, % at 9 µM; actives 1.7% (n = 300,000); NIH3T3-HGL HSF-1 luciferase reporter, MG132, 8 h; 100% = twice DMSO control signal;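 active means mean replicate activation of at least 50% with a set share of replicates each reaching 50%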;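 further: 0% = median of the neutral control wells and 100% = twice that signal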
An asterisk follows results filed as active; / = not tested or not shown.

SMILES | HIF activator | IEC-6 cytotox | AI-2 QS mod | HSP90 refold inh | KLF5 inhibitor | GSK3 alpha inh | GSK3beta inhib | HSF1 inh | aSyn UTR inh | HSF1 activator
CCCCNC(=O)[C@H]1C[C@H]1[C@@H](O)[C@H](CO)NC(=O)[C@H](CC(C)C)NC(=O)OC(C)(C)C | 0.1 | 2.9 | 1.5 | 2.8 | -6.6 | 0.1 | -1.0 | -10.9 | 16.6 | -5.6
O=C(N/N=C/c1cc2ccccc2[nH]1)c1ccccc1Cl | 0.5 | 7.1 | 1.8 | -2.9 | -48.7 | -1.0 | -2.5 | 0.6 | -3.7 | 3.6
COc1ccc(/C=N/Nc2ccc(C(=O)O)cc2)cc1Br | -1.5 | 12.7 | -96.1* | 59.9* | -0.6 | 3.8 | -0.1 | -77.7* | 19.1 | -81.8
O=C(c1ccc(C(F)(F)F)cc1)N1CCN(S(=O)(=O)c2ccc3c(c2)OCCCO3)CC1 | -0.2 | -1.0 | 23.2 | 4.1 | -26.0 | -1.1 | -1.4 | -0.6 | -4.1 | 3.4
Cc1ccc(Cl)cc1-c1ccc(C=Nc2ccc(N3CCOCC3)cc2)o1 | -0.1 | -0.2 | 7.8 | 2.2 | -3.4 | 1.4 | 1.8 | -3.5 | 5.7 | -1.8
COc1ccc2c(c1)C(=O)N(c1ccc(C)cc1)C(=O)C2 | 0.0 | 1.7 | 8.4 | -1.4 | 5.3 | -2.4 | -0.3 | -9.8 | 24.4 | -2.5
CNC(=O)c1c(NC(=O)C2=COCCO2)sc2c1CCCC2 | 0.5 | 2.6 | 14.9 | -5.5 | -13.1 | 0.1 | 2.6 | 7.9 | -30.8 | 6.0
Cc1nn(Cc2ccc(Cl)cc2Cl)c(C)c1NC(=O)C1C2CCC(O2)C1C(=O)O (stereo not drawn) | -0.2 | 2.2 | 9.8 | 6.4 | -14.2 | -0.5 | 2.0 | 7.1 | 15.8 | 5.7
Cc1ccc(Cl)cc1N1CCN(S(=O)(=O)N2CCCCC2)CC1 | -0.2 | 2.2 | 3.3 | 4.1 | -37.2 | 1.3 | 3.5 | -4.6 | 11.5 | 3.1
COc1ccc(Cl)cc1NC(=S)Nc1cccc(C)c1 | 0.1 | 2.2 | -3.9 | -1.1 | -6.5 | 0.7 | -3.1 | 3.2 | 6.7 | -0.8
NC(=O)CCCC1=NS(=O)(=O)c2ccccc2N1 | -0.5 | 2.2 | 26.5 | 1.0 | 12.4 | -1.3 | 1.2 | 2.3 | 8.0 | 11.6
Cc1cccc(-n2ccnc2SCC(=O)N2CCCc3ccccc32)c1C | 0.0 | -3.5 | 27.7 | 1.4 | -16.8 | -0.8 | -0.9 | 6.8 | -12.6 | 21.1
Cc1ccc(NC(=O)[C@@H]2CCCN2S(=O)(=O)c2ccccc2F)cc1 | 0.6 | 0.9 | -10.5 | -1.7 | 5.8 | -1.7 | 1.6 | 3.4 | -3.4 | -14.2
CCOC(=O)Cn1nc(C)c(NC(=O)c2ccc(Br)o2)c1C | 0.3 | -0.1 | 2.6 | -7.0 | 0.1 | -1.8 | 0.0 | 6.7 | -7.2 | 15.9
CCOC(=O)Nc1ccc2c(c1)N(C(=O)CCN1CCN(CCO)CC1)c1ccccc1S2 | -0.2 | 1.3 | 16.5 | -1.4 | -50.5 | 0.7 | 1.1 | -2.5 | 17.5 | 6.0
COc1ccccc1OCC(=O)Nc1cccc(C(=O)N2CCOCC2)c1 | 0.3 | -0.9 | 18.3 | -1.9 | -18.1 | -0.5 | -2.0 | -5.9 | -19.4 | 4.8
O=c1[nH]cnc2c1sc(=S)n2-c1ccccc1 | -0.2 | -1.1 | 34.0 | -0.4 | -8.6 | 0.3 | 0.2 | -2.2 | 21.3 | -17.9
CC1=NN(c2ccccc2)C(=O)/C1=C\N(O)c1ccccc1 | -1.7 | 0.2 | 20.6 | 41.0* | -24.3 | 0.6 | 0.2 | 8.9 | -14.4 | 13.6
CCC(C)n1cnc2c(c1=O)c1nc3ccccc3nc1n2-c1ccc2c(c1)OCCO2 (stereo not drawn) | -0.6 | -0.2 | / | 3.3 | -6.4 | -1.6 | / | 0.9 | 27.6 | -7.7
CCOc1ccccc1NC(=O)C1CCCN(S(=O)(=O)c2ccc(-n3cnnn3)cc2)C1 (stereo not drawn) | -0.2 | -1.3 | 13.8 | -2.7 | -16.7 | -1.2 | 0.0 | 4.2 | -0.6 | 6.6
Cc1nn(-c2ccccc2)nc1C(=O)c1c(C)[nH]n(-c2ccccc2)c1=O | -0.3 | 2.0 | 15.9 | 2.0 | -52.6 | -5.9 | 1.8 | 5.4 | -0.2 | 5.6
COc1cc(NC(=O)c2ccc3c(c2)OCCO3)ccc1NC(=O)c1ccccc1Cl | 0.6 | -1.8 | 22.7 | -1.7 | -26.4 | -3.3 | 0.1 | -0.9 | -30.5 | 5.9
Cc1ccc(CCNC(=O)c2cc(S(=O)(=O)N3CCCC3)cn2C)cc1 | 0.3 | -5.4 | 15.0 | -2.7 | -38.7 | -1.0 | -1.0 | 12.9 | 4.8 | 19.4
CN1CCN(c2ccc(-c3ccnn3C(=O)Nc3ccccc3)cc2)CC1 | 1.0 | -4.4 | 16.4 | 2.8 | -80.2 | -1.4 | 0.0 | 9.1 | -71.8 | 39.0
Cc1ccc(NC(=O)Nc2ccc(F)cc2F)c(OC(F)F)c1 | 0.2 | 3.3 | 4.2 | -1.4 | -19.7 | 0.4 | -0.4 | 8.7 | -27.2 | -5.0
O=C(NC(=S)Nc1ccc(N2CCCCC2)c(Cl)c1)c1ccc2c(c1)OCCO2 | 3.0 | 0.9 | 13.2 | 1.9 | -15.1 | -1.2 | 1.4 | -59.6* | -28.1 | -63.9
O=C(CSc1nc2ccccc2c(=O)[nH]1)Nc1nc(-c2ccc(Br)cc2)cs1 | -0.1 | -1.1 | 18.3 | 4.2 | -5.6 | 1.1 | 2.4 | 1.7 | -27.3 | -1.6
O=C1c2ccccc2C(=O)N1CCCOCc1c[nH]c(=O)[nH]c1=O | -0.1 | -4.5 | 11.7 | 3.9 | -7.7 | -1.1 | 4.0 | -10.2 | -2.5 | -3.7
O=C(c1cc(-c2cccs2)on1)N1CCN(C(c2ccccc2)c2ccccc2)CC1 | 0.3 | -0.4 | -5.4 | -1.0 | -13.0 | / | -0.3 | 0.3 | -17.2 | 11.1
CCOC(=O)C(C)n1cnc2c(nnn2Cc2ccc(Cl)cc2)c1=O (stereo not drawn) | -0.5 | -5.5 | 13.3 | 0.8 | -7.3 | -1.5 | -3.3 | 2.3 | 9.1 | 2.4
CCCCCCSc1cccc(-c2nc3cc(C)ccn3c2NCc2ccccc2)c1 | -1.4 | / | 20.3 | / | / | -3.0 | 1.1 | 6.6 | 2.1 | -3.4
COc1ccc(C(=O)NC(=S)N2CCOCC2)cc1OC | 0.7 | 2.5 | -8.7 | 0.1 | -2.3 | 0.5 | 2.8 | -9.5 | 0.8 | -3.6
COC(=O)c1nc2n(n1)C(c1cccc(Cl)c1)C1=C(CCCC1=O)N2 (stereo not drawn) | 0.0 | -7.6 | 31.1 | -2.7 | -23.6 | -0.3 | 1.3 | 7.6 | 16.9 | 19.2
CCOC(=O)CC1C(=O)NCCN1Cc1ccc(OC)c(OC)c1 (stereo not drawn) | -0.6 | 2.7 | 3.0 | -1.3 | 0.8 | -0.9 | 1.3 | -4.7 | -10.3 | 4.4
COc1ccc(-c2cc(C)no2)cc1S(=O)(=O)Nc1ccc(NC(C)=O)cc1 | -0.3 | 11.2 | 10.7 | 1.1 | 8.8 | 1.5 | 1.3 | -5.4 | 16.2 | 6.4
Cc1nc(S/C(=C/c2ccc(-c3ccc(Cl)cc3)o2)C(=O)O)n[nH]1 | 0.3 | -2.5 | 29.1 | -4.3 | -11.1 | / | 0.7 | 5.9 | 10.2 | 10.2
O=C(CN(Cc1ccc2c(c1)OCO2)C(=O)c1cnsn1)NC1CCCC1 | 0.0 | -1.3 | 4.3 | -2.8 | -22.6 | -1.9 | 2.2 | 24.5 | -18.6 | 48.8
COc1ccccc1CNC(=O)COC(=O)Cc1c(Cl)cccc1Cl | 0.5 | -1.1 | 11.8 | 1.6 | -16.3 | -1.9 | 0.9 | -4.1 | 9.4 | 9.8
Cc1ccc(C2C(C#N)=C(N)Oc3n[nH]c(-c4ccccc4)c32)o1 (stereo not drawn) | -0.2 | -3.7 | 22.8 | 7.4 | -14.3 | 14.9 | 2.8 | 8.2 | -16.5 | 12.8
COc1cccc(C(=O)Nc2ccc(NC(=O)C(C)C)nc2)c1 | -0.3 | -3.5 | 24.4 | -0.2 | -15.3 | 1.7 | 3.8 | -3.7 | -19.0 | -19.1
Cc1cc2c(cc1S(=O)(=O)N1CCN(c3cccc(C)c3C)CC1)OCCN2C | 0.2 | -3.8 | 19.7 | 4.0 | -19.7 | 0.0 | -2.1 | -6.5 | 12.7 | -2.5
O=C(CSC1=Nc2ccccc2C2=NC(Cc3c[nH]c4ccccc34)C(=O)N12)NC1CCCCC1 (stereo not drawn) | 0.1 | -6.2 | -1.4 | 1.8 | -36.3 | 0.3 | -2.1 | 1.6 | -4.1 | -3.8
Cc1[nH]c2ccccc2c1N=Nc1ccccc1F | 1.6 | 6.8 | -0.5 | 2.3 | 9.7 | -0.8 | 5.7 | 6.1 | -122.1 | 18.9
CC(=O)n1cc(/C=N/NC(=O)c2ccccc2Cl)c2ccccc21 | 0.6 | 5.1 | 17.5 | -0.4 | -35.2 | -3.1 | 3.5 | 3.4 | -9.5 | 3.8
O=C(NC1CCCCC1)c1ccc(CS(=O)(=O)c2ccc(Cl)cc2)o1 | -0.4 | 7.4 | 24.1 | 1.4 | -5.6 | -1.4 | 0.6 | 0.8 | 8.4 | 11.2
CC(CC(=O)N1CCc2ccccc21)c1ccccc1 (stereo not drawn) | 1.0 | -2.1 | 5.6 | -1.6 | -31.0 | -4.2 | 4.2 | 11.3 | -37.3 | 21.3
C=CCNc1nc(Cl)nc(Nc2ccc(OC)cc2)n1 | 0.6 | -4.1 | 11.4 | 2.8 | 1.8 | -1.1 | -6.3 | -0.9 | -4.5 | 15.6
Cc1cc(C)n2nc(C(=O)OCC(=O)N3C(C)CCCC3C)nc2n1 (stereo not drawn) | 0.1 | / | 9.2 | / | / | -3.9 | 0.1 | -6.7 | 2.4 | -9.8
Cc1nc2cc(NCc3ccc(Cl)cc3)ccc2n1C | 1.3 | 6.2 | 1.0 | 3.7 | -90.5 | -0.6 | -0.9 | 11.7 | -66.8 | 15.4
COc1ccc(C(=O)NCC2CCCO2)cc1OC (stereo not drawn) | 0.0 | -5.6 | 2.1 | 0.1 | -12.2 | -1.8 | 0.8 | 1.4 | 3.8 | -7.1
